Mcl1 Noxa PPI = Mcl-1/Noxa interaction inhibition. inhibition, % at 21.7 µM. 220,000 compounds, 1.5% hits. TR-FRET Mcl-1/Noxa peptide binding, 2 h. Q07820;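 active means compounds that cut the protein-peptide binding signal by more than 50% relative to plate controls in a single-dose test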;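 further: His-tagged Mcl-1 with rhodamine Noxa BH3 peptide and terbium anti-His antibody; 0% = Mcl-1 plus Noxa peptide wells and 100% = peptide-only wells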
Target sequence (Q07820 whole entry, looked up): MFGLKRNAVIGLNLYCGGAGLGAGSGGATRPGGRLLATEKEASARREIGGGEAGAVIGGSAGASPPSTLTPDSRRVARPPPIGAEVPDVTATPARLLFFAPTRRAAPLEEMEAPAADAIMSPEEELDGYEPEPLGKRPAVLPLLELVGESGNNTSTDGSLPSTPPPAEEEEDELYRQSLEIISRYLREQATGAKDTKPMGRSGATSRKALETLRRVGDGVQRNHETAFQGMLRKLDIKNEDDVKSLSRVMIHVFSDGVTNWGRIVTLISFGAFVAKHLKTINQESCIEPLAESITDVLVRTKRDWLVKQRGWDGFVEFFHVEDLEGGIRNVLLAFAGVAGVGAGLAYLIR
RGS7-Gao = modulates binding of RGS7 to human Galphao | P09471 | Multiplexed bead flow cytometry; actives lie on both sides | binding response (% of control), % at 10 µM | 220,000 compounds, 0.35% hits | AID 1439; in the data active means binding response below about 49% or above about 150%; inconclusive means no clear call, values can overlap the other calls; inactive means in between;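 further: fluorescent Galphao held in activated GDP-AlF4 state binding bead-coupled RGS7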
ABCB1 block = inhibitors of human ABCB1 transporter, ABCG2 counter-screen; 190,000 compounds, 0.067% hits; P08183; AID 1326; inhibition, % at 6.6 µM; CCRF-Adr cells, JC-1 efflux, flow cytometry; in the data active means inhibition above about 40%;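 further: 0% = vehicle and 100% = reference inhibitor; higher value means more JC-1 retained so stronger ABCB1 efflux block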
RGS4-Gao reg = human RGS4-Galphao interaction regulation | Multiplexed bead flow cytometry, RGS4-Galphao binding; actives lie on both sides | binding response (% of control), % at 10 µM | 220,000 compounds, 0.33% hits; in the data active means binding response below about 49% or above about 150%; inactive means in between;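 further: fluorescent Galphao activated with aluminum fluoride binding bead-coupled RGS4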
Mcl-1 Bim block = inhibitors of Bim-Mcl-1 interaction, human; Q07820; Bead-based flow cytometry, Bim peptide-Mcl-1 binding; inhibition, % at 10 µM; 190,000 compounds, 0.1% hits; in the data active means inhibition above about 40%;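 further: 0% = no compound tracer wells and 100% = peptide blocker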
GSH bead fluor = compound fluoresces at 488/530 nm on GSH beads; 190,000 compounds, 0.25% hits; GSH beads flow cytometry, compound fluorescence 488/530 nm; stronger effect = higher value; AID 1776; fluorescence (KMESF) at 10 µM; in the data active means fluorescence above about 89;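 further: glutathione beads carrying GST-tagged Bcl family fusion proteins plus one bare bead set; values are compound well signal with DMSO vehicle wells as background; inactives centre near 16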
ABCG2 inh = human ABCG2 inhibition, ABCB1 as counter-screen. Q9UNQ0. IgMXP3 cells, JC-1 efflux, flow cytometry. inhibition, % at 6.6 µM. 190,000 compounds, 0.1% hits. AID 1325;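 active means inhibition above 80%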;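 further: 0% = DMSO and 100% = nicardipine control wells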
Target sequence (Q9UNQ0 whole entry, looked up): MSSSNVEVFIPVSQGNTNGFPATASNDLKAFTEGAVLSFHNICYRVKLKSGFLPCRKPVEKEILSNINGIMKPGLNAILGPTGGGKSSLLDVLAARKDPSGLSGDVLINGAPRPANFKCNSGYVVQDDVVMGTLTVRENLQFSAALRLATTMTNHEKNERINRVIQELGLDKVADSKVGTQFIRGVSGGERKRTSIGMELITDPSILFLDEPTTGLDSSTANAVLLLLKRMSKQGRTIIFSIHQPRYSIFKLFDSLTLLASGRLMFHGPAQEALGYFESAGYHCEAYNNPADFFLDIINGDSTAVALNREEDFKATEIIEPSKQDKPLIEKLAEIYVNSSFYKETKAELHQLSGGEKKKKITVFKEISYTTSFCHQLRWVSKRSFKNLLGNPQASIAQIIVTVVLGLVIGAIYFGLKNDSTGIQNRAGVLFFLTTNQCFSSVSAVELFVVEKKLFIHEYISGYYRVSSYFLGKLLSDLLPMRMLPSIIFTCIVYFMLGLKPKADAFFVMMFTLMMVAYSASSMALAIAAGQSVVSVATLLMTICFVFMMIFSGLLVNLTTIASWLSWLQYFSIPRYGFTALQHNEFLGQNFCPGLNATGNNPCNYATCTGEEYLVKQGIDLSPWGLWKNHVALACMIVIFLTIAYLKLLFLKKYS
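test system = two drug-resistant human cell lines, ABCG2 and ABCB1 | amount = 3 million cells/mL final, two lines in 1:1 ratio | reagent = JC-1 transporter substrate | doses = one concentration, 6.6 µM final | incubation = 10 min at 25 °C | signal = flow cytometric JC-1 green MFI at 530 nm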
Avidin bead fluor = avidin bead compound fluorescence profile; fluorescence (KMESF) at 10 µM; 220,000 compounds, 0.38% hits; Avidin beads, compound fluorescence 488/530 nm, flow cytometry; stronger effect = higher value; in the data active means fluorescence above about 47; further: inactives centre near 10
Pf gamet viab = kills late stage P. falciparum gametocytes. P. falciparum stage V gametocytes, ATP luminescence, 24 h. inhibition, % at 10.9 µM. 150,000 compounds, 0.065% hits;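 active means inhibition above the mean plus 3 SD of compounds within the control limits, set per campaign, cut at about 38% in these data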;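 further: 0% = DMSO wells and 100% = medium only without gametocytes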
RGS8-Gao = human RGS8-Galphao interaction regulation | P09471 | multiplexed bead flow cytometry, RGS8-Galphao binding; actives lie on both sides | response (percent of control binding), % at 10 µM | 220,000 compounds, 0.34% hits | AID 1423; in the data active means response below about 60% or above about 140%; inactive means in between;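 further: Galphao activated as the GDP aluminium fluoride complex binding bead-coupled RGS8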
Mcl1-Bid inh = Mcl-1/Bid interaction inhibition; TR-FRET Mcl-1/Bid-Dy647 peptide binding, 1536-well; Q07820; 220,000 compounds, 0.97% hits; inhibition, % at 21.7 µM;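 active means compounds that cut the binding signal by more than half at the single screening dose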;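 further: His-tagged Mcl-1 with europium anti-His antibody binding Bid BH3 peptide; 0% = Mcl-1 plus peptide wells and 100% = peptide-only wells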
Starred values were filed as active, the others as inactive; ? = inconclusive; . = not tested or not shown.

canonical_smiles	Mcl1 Noxa PPI	RGS7-Gao	ABCB1 block	RGS4-Gao reg	Mcl-1 Bim block	GSH bead fluor	ABCG2 inh	Avidin bead fluor	Pf gamet viab	RGS8-Gao	Mcl1-Bid inh
COCCCNC(=O)CS(=O)Cc1nc(-c2cccc(OC)c2)oc1C (stereo not given)	11	98	0.7	98	-4	18	0	23	-12	100	4
FC(F)(F)COc1ccc(-c2nnc(SCc3c(Cl)cccc3Cl)o2)cn1	1	?	.	99	.	.	.	3	-1	97	-8
COc1ccc(NC(=O)C2Cc3ccccc3CN2C(=O)c2ccccc2)cn1 (stereo not given)	1	100	0.9	101	-3	35	3	17	-3	101	-28
COC(=O)c1ccc(Oc2c(F)c(F)nc(N3CCOCC3)c2F)cc1	1	96	0.5	100	0	21	5	6	.	101	10
COCCNC(=O)COc1ccc(C)cc1C	2	105	0.7	101	-2	55	2	12	-22	99	6
COc1ccc(N2CCN(C(CNS(C)(=O)=O)c3ccco3)CC2)cc1 (stereo not given)	20	103	-0.4	103	0	10	0	6	-10	99	-27
CC(C)(C)[C@H]1C=C(C(=O)N2CCN(Cc3ccccc3)CC2)O[C@@H](OCCCCO)C1	-17	98	1.1	97	2	19	7	6	.	94	-12
CCC(C)(C(=O)NC1CCCCC1)N(CC1CCCO1)C(=O)Cc1cccs1 (stereo not given)	8	107	0.6	113	-3	12	0	11	-2	106	-9
CCNS(=O)(=O)c1ccc(NC(=O)c2cccnc2)cc1	11	101	0.3	101	-2	25	2	34	.	103	-5
CC1CN(CCCOc2ccccc2-c2ccccc2)CC(C)O1 (stereo not given)	24	85	3.5	97	0	21	3	6	.	97	19
Cc1cc[n+](-c2[nH]c(=O)sc2/C=N/N=C(\[O-])CCn2c3ccccc3c3ccccc32)cc1	32	?	.	102	.	.	.	4	-1	101	-14
C=CCNC(=O)C1=NOC(CNC(=O)c2c(-c3ccccc3Cl)noc2C)C1 (stereo not given)	-16	113	0.0	107	-2	53	0	20	6	104	-26
CC1(OC(=O)C2CCCC2)C(=O)C=C2C=C(c3ccsc3)N(C3CCCC3)C=C2C1=O (stereo not given)	-2	?	.	94	.	.	.	8	.	95	-84
Cn1c(/C(C#N)=C/Nc2ccccn2)nc2ccccc21	-21	100	0.6	99	0	12	6	9	-4	100	-44
Cc1ccc2nc(/N=C(\N)NC(=O)N3c4ccccc4Sc4ccccc43)nc(C)c2c1	-13	93	0.4	97	0	8	1	2	.	100	-38
O=c1[nH]c(/C=C/c2ccccc2[N+](=O)[O-])nc2ccccc12	4	93	1.4	94	-10	12	39	7	-25	100	54*
CCc1ccccc1NC(=O)CSc1nc2ccccc2n1CC(=O)N1CCCC1	9	103	1.4	105	16	52	6	8	4	102	-9
CCN(C(=O)CCN1C(=O)c2ccccc2C1=O)C1CCCCC1	-7	102	-2.8	100	-1	12	-9	9	.	100	-29
COc1ccc(CNc2nc(NCc3ccc(OC)c(OC)c3)n(C(=O)c3cccs3)n2)cc1OC	14	100	20	100	1	24	64	27	.	102	12
CCN(CC)C(=O)C(=O)N/N=C/c1ccc(Cl)cc1Cl	18	103	0.5	102	-6	12	3	10	10	103	-5
COC(=O)c1[nH]c2cc(OC)ccc2c1NC(=O)CCN1CCN(Cc2ccc3c(c2)OCO3)CC1	9	101	1.2	103	0	25	3	19	-5	99	-30
CCOC(=O)c1[nH]nc(-c2c(O)cc(C)cc2O)c1-c1csc(C)n1	10	97	-0.2	97	3	57	-2	9	.	101	-24
CNC(=O)Oc1ccc2c(c1)[C@]1(C)CCN(C)[C@@H]1N2C	29	101	0.2	103	0	20	0	10	.	97	-18
COc1ccccc1C(=O)Nc1ccc2c3c(cccc13)CC2	13	89	1.8	91	-1	3	34	8	.	87	-26
O=C(C1CCCO1)N1CCC(O)(c2ccccc2)CC1 (stereo not given)	-6	104	0.3	96	-1	19	5	8	.	100	-20

Other results follow.
canonical_smiles	Mcl1 Noxa PPI	RGS7-Gao	ABCB1 block	RGS4-Gao reg	Mcl-1 Bim block	GSH bead fluor	ABCG2 inh	Avidin bead fluor	Pf gamet viab	RGS8-Gao	Mcl1-Bid inh
Cc1ccc(S(=O)(=O)/N=C/c2ccc(N(C)C)cc2)cc1	5	98	0.5	99	0	6	2	11	-14	99	-35
O=C(O)c1ccccc1-c1ccccc1C(=O)Nc1ccc(-c2nc3cc(Cl)ccc3o2)cc1	39	?	.	107	.	.	.	9	-1	101	27
COc1n[nH]c(C(=O)Nc2nc3ccccc3s2)c1[N+](=O)[O-]	22	?	-0.9	104	0	20	0	8	.	100	-40
CCOc1ccccc1C1CC(=O)Nc2cc3c(cc21)OCCO3 (stereo not given)	5	96	1.0	100	-4	20	2	26	-16	93	2
CC(C)OCCCn1c(=S)[nH]c2ccc(N3CCOCC3)cc2c1=O	-3	107	0.4	105	-1	10	3	41	16	103	-42
Cc1cc2n(n1)SC(Nc1ccccc1)N2 (stereo not given)	2	98	0.1	97	-2	25	0	8	.	98	-63
Cc1ccc(NC(=O)CS(=O)CC(=O)Nc2cccc(C)c2C)cc1F (stereo not given)	0	96	0.2	97	0	12	1	34	.	97	1
O=C(COC(=O)C1c2ccccc2Oc2ccccc21)Nc1ccc2c(c1)OCO2	4	98	0.0	98	0	22	0	33	.	101	-13
O=C(CC12CC3CC(CC(C3)C1)C2)NCC(=O)N1CCc2ccccc2C1	21	99	1.6	101	-1	19	8	25	.	90	-3
Cn1c(SCC(=O)Nc2ccc3[nH]c(=O)[nH]c3c2)nnc1-c1ccc(F)cc1	31	?	.	101	.	.	.	13	-8	102	-101
CC(=O)Nc1cccc(OCCCNC(=O)C2CCC2)c1	3	?	.	106	.	.	.	4	-2	103	17
O=C(NN=C1CCC(=NNC(=O)c2cccnc2)CC1)c1cccnc1	14	100	0.4	101	-3	55	1	9	-3	98	-13
CCCCOc1ccccc1Cn1c(=O)oc2ccccc21	13	99	0.8	104	-7	26	7	10	.	104	-21
O=C(Nc1cccc(Cl)c1)Nc1ccc(Cl)cn1	-15	92	-0.7	88	-66	21	8	6	7	92	-29
Cc1nc2nc(SCC(=O)N3CCOCC3)nn2c(C)c1Cc1c(F)cccc1Cl	15	105	0.7	102	0	27	0	8	2	103	-6
CCC(C)NC(=O)CC1Oc2ccc(C)cc2NC1=O (stereo not given)	0	104	0.1	101	-5	14	2	28	.	101	-5
CCC(c1nnnn1C1CCCC1)N1CCN(c2ccccc2F)CC1 (stereo not given)	-1	104	0.7	102	-1	15	3	17	.	104	-8
CC1CCN(c2ccc([N+](=O)[O-])cc2C(=O)O)CC1	4	102	1.4	102	-3	8	16	4	.	101	-24
O=c1c(O)c(-c2cccs2)oc2ccc(Cl)cc12	-31	105	1.0	106	6	21	2	14	.	105	-31
COc1ccc(-c2nnc(SCC(=O)c3ccc[nH]3)n2-c2ccccc2)cc1	9	103	-0.1	100	-4	11	0	5	-9	102	-16
Cn1c(=O)c2c(nc(Oc3ccc4c(c3)OCO4)n2Cc2ccc(Cl)cc2)n(C)c1=O	2	102	0.8	101	1	10	3	11	0	101	-14
COc1ccccc1CNC(=O)/C=C/C(=O)O	6	?	.	96	.	.	.	6	2	97	-2
C=C(C)C1CCC(C)=C1COC(=O)Nc1ccccc1 (stereo not given)	-1	98	0.3	101	5	16	3	7	.	101	-40
O=C(COc1ccccc1)Nc1nonc1NC(=O)COc1ccccc1	10	98	-2.6	101	10	31	45	8	4	96	-3
O=C(Nc1ccc(S(=O)(=O)Nc2nccs2)cc1)c1cnc(Cl)c(Cl)c1	5	?	.	102	.	.	.	8	-7	101	-100

Further structures.
canonical_smiles	Mcl1 Noxa PPI	RGS7-Gao	ABCB1 block	RGS4-Gao reg	Mcl-1 Bim block	GSH bead fluor	ABCG2 inh	Avidin bead fluor	Pf gamet viab	RGS8-Gao	Mcl1-Bid inh
NC(=O)c1cnn2c(C(F)(F)F)cc(-c3ccc(F)cc3)nc12	17	101	0.6	102	5	11	3	33	-9	101	2
O=c1c(Cc2ccc(Cl)cc2Cl)c(O)ccn1CCCN1CCOCC1	-1	91	0.5	103	2	12	1	8	-15	102	-26
COC(=O)c1c(NC(=O)CSc2nnnn2-c2ccccc2)sc2c1CCCC2	11	93	2.9	95	1	20	13	11	-23	94	-27
CCOc1ncccc1C(=O)Nc1ccc(Cl)cc1	7	94	0.8	95	-3	43	5	7	-15	97	-12
O=C(COC(=O)Cc1ccccc1[N+](=O)[O-])NCc1ccc(Cl)cc1	15	98	1.6	102	-4	11	18	12	4	101	-11

Some of these compounds in order of the Mcl1-Bid inh value, lowest first:
| structure | Mcl1 Noxa PPI | RGS7-Gao | RGS4-Gao reg | Mcl-1 Bim block | GSH bead fluor | Avidin bead fluor | RGS8-Gao | Mcl1-Bid inh |
| --- | --- | --- | --- | --- | --- | --- | --- | --- |
| O=c1c(Cc2ccc(Cl)cc2Cl)c(O)ccn1CCCN1CCOCC1 | -1 | 91 | 103 | 2 | 12 | 8 | 102 | -26 |
| CCOc1ncccc1C(=O)Nc1ccc(Cl)cc1 | 7 | 94 | 95 | -3 | 43 | 7 | 97 | -12 |
| NC(=O)c1cnn2c(C(F)(F)F)cc(-c3ccc(F)cc3)nc12 | 17 | 101 | 102 | 5 | 11 | 33 | 101 | 2 |

Bioassay records deposited in PubChem BioAssay by several laboratories.

Outcome played no part in choosing rows (roughly 3.3% active in at least one column).
